Source: PubChem BioAssay (National Center for Advancing Translational Sciences (NCATS))
Abeta yeast res: compounds reversing amyloid beta toxicity in yeast | 0.063% of 410,000 active | Potency, µM (doses to about 46.1 µM), for the others: at the top dose growth rescue, hits mostly activators | yeast expressing A-beta42, growth rescue, OD600, 48 h; response scale: 0% DMSO, 100% iron-clioquinol control; note: potency is the fitted concentration of half-maximal effect; nearly all actives have a fitted effect of over 55% in size
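Yeast A-beta toxicity model in growth medium with pinned compounds, 48 h at 30 C; growth read as absorbance at 600 nm. Normalized to FeCl3/clioquinol equimolar mix (positive) and DMSO (negative).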
aSyn rescue: alpha-synuclein toxicity inhibition in yeast; Yeast expressing alpha-synuclein, growth rescue, BacTiter-Glo, 24 h; Potency, µM (top dose mostly 46.1 µM), for the others: at the top dose growth rescue (activation), most hits filed as activators; 0.14% of 370,000 active; note: potency is the fitted concentration of half-maximal effect; % of control where 0% means no effect; nearly all actives have a fitted effect of over 65% in size
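Rescue of yeast growth: cells expressing toxic alpha-synuclein, induced in galactose at OD600 0.02, incubated with compound 24 h at 30 C. ATP luminescence quantified growth; inhibitors of toxicity appear as activators.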
Akt phos inh: Akt phosphorylation inhibition; 0.32% of 360,000 active; activity change, % for hits at 50 µM; AID 651550; Neuro2A IGF-stimulated pAkt S473 HTRF, 20 min; active compounds read low; in the data active = activity change below about -80%; inconclusive = mostly about -51% to -80%; note: % is set by controls: 0 for no effect and ±100 for the full control effect
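Neuro2A cells (4,500/well, DMEM with 0.5% FBS) were treated with compound at a single 50 µM final concentration, stimulated with 6 nM IGF for 20 min at 37 °C, and lysed. Phospho-Akt Ser473 was read by HTRF as 665/615 ratio ×10^4.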
FUS yeast rescue: suppressors of FUS proteinopathy in yeast; 0.24% of 390,000 active; Potency, µM (titrated, usually from 76.6 µM), without a hit: at the highest dose growth rescue (activation), most hits filed as activators; AID 1347120; S. cerevisiae FUS-expressing, growth rescue, OD600, 24 h;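 note: potency is the fitted concentration of half-maximal effect; plate controls were DMSO vehicle for no effect and reference control for full effect; nearly all actives have a fitted effect of over 55% in size; some results filed as inactive show a strong effect at the top dose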
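Yeast FUS proteinopathy model; galactose-induced FUS (2%), starting OD 0.005. Cpds in dilution series, 24hr, 30C, 99% humidity. Abs 600 nm growth. Pos ctrl CP55940 (top 92uM final); neg ctrl DMSO.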
TDP-43 yeast inh: inhibitors of TDP-43 toxicity in yeast | TDP-43 expressing yeast growth rescue, BacTiter-Glo, 24 h | Potency, µM (highest dose often 46.1 µM), for the others: at the highest dose growth rescue (activation), usual class: activators | 1.8% of 410,000 active; note: potency is the fitted concentration of half-maximal effect; % of control where 0% means no effect; nearly all actives have a fitted effect of over 50% in size
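Luminescence from BacTiter-Glo reports growth of TDP-43-expressing yeast after 24 hr at 30 deg C with compound. Cells were raffinose-pregrown to mid-log, then seeded in galactose medium at OD600=0.02.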
HEK293 tox: cytotoxicity in counter-screen for GLP-1R inverse agonists; Potency, µM (doses to about 38.3 µM), for inactives: top-dose activity change, negative = inhibition, most hits filed as inhibitors; HEK293 cAMP-luciferase reporter cells, luminescence, 24 h; 0.13% of 410,000 active; AID 624418;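 note: loss of luciferase light is scored as toxicity; potency is the fitted concentration of half-maximal effect; % is set by controls: 0 for no effect and ±100 for the full control effect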
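Quantitative HTS format, 1536 wells, 200 cells/uL seeded. Compounds: 23 nL, 24 h, 37 °C. Detection: luciferase reagent, luminescence at 12 min RT; decreased signal taken as cytotoxic.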
MmCpn inh: M. maripaludis TRiC chaperonin inhibition; Potency, µM (highest dose often 76.9 µM), for the others: top-dose activity, negative = inhibition, most hits filed as inhibitors; 0.031% of 330,000 active; AID 504842; purified Mm-Cpn ATPase, ADP Transcreener TR-FRET; note: potency is the fitted concentration of half-maximal effect; % is set by controls: 0 for no effect and ±100 for the full control effect; nearly all actives have a fitted effect of over 80% in size
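Quantitative HTS used 25 nM Mm-CPN and 10 uM ATP in magnesium/KCl Tris buffer, pH 7.4, with 1 mM DTT. Hydrolysis ran 30 min at 37°C; ADP was read by HTRF.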
GLP-1R inv ag: inverse agonists of human GLP-1 receptor | P43220 | HEK293 GLP-1R CRE-luciferase, luminescence, 24 h; GLP-1R form is constitutively active | Potency, µM (top dose mostly 38.3 µM), for the others: top-dose activity change, negative = inhibition, usual class: inhibitors | 1.6% of 410,000 active | AID 624417; note: potency is the fitted concentration of half-maximal effect; % is set by controls: 0 for no effect and ±100 for the full control effect; nearly all actives have a fitted effect of over 55% in size
Target sequence (P43220 whole entry, looked up): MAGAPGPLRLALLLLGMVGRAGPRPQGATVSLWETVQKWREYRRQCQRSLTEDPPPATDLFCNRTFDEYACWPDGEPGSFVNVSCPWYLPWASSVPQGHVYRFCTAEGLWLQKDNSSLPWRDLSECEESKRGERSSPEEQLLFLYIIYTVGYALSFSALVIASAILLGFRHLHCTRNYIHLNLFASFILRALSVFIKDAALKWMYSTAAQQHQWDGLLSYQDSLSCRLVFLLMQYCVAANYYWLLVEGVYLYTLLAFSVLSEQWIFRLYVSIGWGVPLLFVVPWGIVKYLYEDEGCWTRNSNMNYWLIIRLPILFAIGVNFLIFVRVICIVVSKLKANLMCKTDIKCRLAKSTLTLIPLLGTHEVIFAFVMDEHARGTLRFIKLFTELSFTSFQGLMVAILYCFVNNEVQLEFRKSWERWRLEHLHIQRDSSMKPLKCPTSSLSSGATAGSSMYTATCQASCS
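Seeding at 200 cells/uL, 12 h culture, 24 hr compound treatment, then luciferase reagent and a luminescence read; cells are HEK293 stably expressing a constitutively active GLP-1R plus cAMP-responsive luciferase.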
PTHR1 ag: PTHR1 (human) receptor agonism | Q03431 | HEK293 GP2 PTHR1 cells, GloSensor cAMP luminescence, 1 h | Potency, µM (doses to about 115 µM), for inactives: at the top dose activation, usual class: activators | 0.075% of 410,000 active | AID 743266; note: potency is the fitted concentration of half-maximal effect; nearly all actives have a fitted effect of over 55% in size; some results filed as inactive show a strong effect at the top dose; inactives centre near -15; many of its hits are not listed in these tables
Target sequence (Q03431 whole entry, looked up): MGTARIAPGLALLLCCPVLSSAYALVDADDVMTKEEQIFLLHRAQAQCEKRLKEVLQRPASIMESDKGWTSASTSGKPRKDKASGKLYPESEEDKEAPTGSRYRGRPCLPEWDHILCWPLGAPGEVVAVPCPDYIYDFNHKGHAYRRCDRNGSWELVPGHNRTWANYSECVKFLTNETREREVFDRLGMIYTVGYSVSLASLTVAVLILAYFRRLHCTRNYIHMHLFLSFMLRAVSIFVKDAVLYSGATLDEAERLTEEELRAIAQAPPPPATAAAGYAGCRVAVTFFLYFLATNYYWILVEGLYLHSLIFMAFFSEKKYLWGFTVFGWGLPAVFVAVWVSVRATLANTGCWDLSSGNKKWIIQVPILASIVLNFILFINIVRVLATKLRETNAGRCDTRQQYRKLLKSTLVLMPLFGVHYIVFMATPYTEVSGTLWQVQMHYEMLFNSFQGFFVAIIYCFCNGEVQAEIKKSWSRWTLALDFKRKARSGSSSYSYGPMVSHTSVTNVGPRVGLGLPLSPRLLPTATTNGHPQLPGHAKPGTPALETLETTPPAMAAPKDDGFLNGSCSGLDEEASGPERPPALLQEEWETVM
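HEK-293-derived GP2 cells expressing PTHR1 and a GloSensor cAMP reporter, 3,000/well, plated overnight, given luciferin plus IBMX (each 0.5 mM as added) for 1 h at 37 °C, then compound for 1 h at 37 °C. Luminescence was read after 15 min at room temperature.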
* hit, by the source's call; i = inactive; ? = inconclusive; / = no result given; & = joins results of further samples; [ ] = remark or other dose. Unless noted, calls come from the whole dose curve; as a rule, active = well fitted curve in the direction sought with a large enough effect; inconclusive = small, poorly fitted or top-dose-only effect, or another doubt; inactive = no such curve, though single readings can be large; an effect the other way counts as inactive or inconclusive. Only part of the results is shown, so the mix of outcomes need not match the whole.

SMILES	Abeta yeast res	aSyn rescue	Akt phos inh	FUS yeast rescue	TDP-43 yeast inh	HEK293 tox	MmCpn inh	GLP-1R inv ag	PTHR1 ag
COc1cccc(NC(=O)CN(C)C(=O)c2ccc(NC(=O)CC3SC(N4CCCC4)=NC3=O)cc2)c1 (stereo not given)	-1.3%	10.6%	i	17.9%	14.5%	7.6%	/	4.7%	i
Clc1cccc(N2CCN(Cc3nnc(-c4ccccc4)o3)CC2)c1	10.9%	7.9%	i	22.0%	11.2µM*	-4.4%	1.7%	?	-17.5%
O=C1N=C(N2CCCCC2)S/C1=C\c1cn[nH]c1-c1ccccc1	-18.8%	-2.1%	i	/	-26.8%	-7.2%	-0.4%	6.8%	-8.4%
O=S1(=O)C=C(N2CCCCC2)c2ccccc21	5.6%	-1.3%	i	7.0%	2.8%	5.2%	-3.0%	-15.2%	-4.4%[57.5 µM]
CCOC(=O)CNC(=S)N(CCCN1CCCCCC1)Cc1cccs1	2.1%	-0.2%	i	2.9%	-14.4%[0.397 µM]	-19.0%	0.1%	?	i
CC(C)c1ccc(NS(=O)(=O)c2ccc3[nH]c(=O)ccc3c2)cc1	-14.0%	/	/	-6.6%	29.1%[9.22 µM]	14.2%	/	16.5%	-13.2%
CN(C)c1ccc(C(=O)C(O)c2ccccc2)cc1 (stereo not given)	4.4%	0.7%	i	1.3%	16.1%	-3.5%	-1.2%	-1.4%	i
COc1ccc(OC)c(-c2[nH]nc3c2C(c2ccco2)C(C#N)=C(N)O3)c1 (stereo not given)	15.6%	-12.5%	i	36.7%	4.5%	-14.4%	-3.9%	14.5%	-1.0%
O=C(Nc1cccc(C(=O)OCc2cc(=O)n3nc(C4CC4)sc3n2)c1)c1cccc(F)c1	-11.0%	/	/	-18.7%	10.1%	-2.4%	/	9.0%	-9.2%
CCOc1ccc2c(c1)c1nc3ccccc3nc1n2C	1.7%	-2.4%	i	-3.2%	-4.3%	23.3%	-0.1%	67.7%[activator]	?
CC(C)(C)c1ccc(S(=O)(=O)N2CCN(Cc3cc4c(cc3O)OCO4)CC2)cc1	6.0%	3.8%	i	/	21.6%	-16.9%	-2.3%	9.4%	-12.3%
O=C(Cc1ccccc1)N1CCN(c2ccc([N+](=O)[O-])cc2)CC1	-1.8%	3.6%	i	2.9%	9.7%	-5.5%	0.0%	-16.1%	-11.2%
CCOC(=O)NC(=O)/C(N=Nc1cc(C)cc(C)c1)=C(\C)O	-9.0%	4.7%	i	5.5%	?	2.2%	1.4%	-14.8%	-36.1%[inhibitor]
O=C(C[C@H]1C/C=C\CC[C@H](Cc2ccc(F)cc2)C(=O)OC[C@H]2CCCN2C1=O)NCCO	0.5%	5.5%	i	15.6%	13.5%	9.2%	2.0%	-6.4%	-0.5%
COc1ccc(S(=O)(=O)Nc2ccccc2C(=O)N2CCOCC2)cc1C	-5.2%	-4.0%	i	36.0%	-29.7%	0.9%	-5.8%	7.3%	-19.4%
O=C(CCCN1C(=O)c2ccccc2C1=O)NCc1ccc(F)cc1	-10.7%	-12.8%	i	-11.9%	28.4%	2.3%	0.4%	-0.1%	-0.5%
CC(C)c1cc(N=NC(N)=O)cc(C(C)C)c1O	-9.1%	-1.2%	i	-24.4%	3.5%	-14.0%	-0.7%	26.8%	i
COc1cc(/C=C/CN2CCC(Oc3ccc(C(=O)N4CCCC4)cc3)CC2)ccc1O	1.0%	-14.0%	i	10.4%	5.5%	-27.9%	-0.4%	?	-8.6%
CN1OC[C@@H]2CN(C(=S)Nc3ccc(C#N)cc3)[C@H](c3ccc(N4CCCCC4)cc3)C[C@@H]21	-9.1%	-4.4%	i	-6.9%	0.0%	-0.6%	/	-8.2%	-18.7%
Cc1nn(Cc2cccc(F)c2)c(C)c1NC(=O)c1ccc(COc2ccccc2Cl)cc1	13.3%	-5.9%	i	44.8%	0.0%	-23.3%	1.8%	0.0%	-81.5%[inhibitor]
Cc1ccc(C=C2C(=O)c3ccccc3C2=O)o1	-3.0%	-9.4%	i	/	17.9%	-10.6%	0.3%	14.3%	-26.3%
CC(C)(C)C1CCC(C(=O)NCCc2ccc(S(N)(=O)=O)cc2)CC1 (stereo not given)	10.8%	5.3%	i	-7.7%	-8.3%	-7.5%	-4.1%	?	-14.3%
Cc1onc(-c2ccccc2Cl)c1C(=O)N1CCCCC1	-5.6%	-0.3%	i	-35.8%	-2.9%	-12.5%	-0.4%	-26.3%	i
FC(F)(F)Oc1ccc(Nc2nc(N3CCOCC3)nc(N3CCOCC3)n2)cc1	16.8%	-9.3%	i	-5.8%	?	0.3%	1.2%	?	i
C=CCNC(=S)N1CCN(C2CCCCC2)CC1	-9.4%	-10.6%	i	25.7%	2.6%	-5.4%	2.4%	-5.1%	i
NS(=O)(=O)c1ccc(CCNC(=O)CSc2ncnc3ccccc23)cc1	-14.5%	0.4%	i	19.2%	-9.1%[0.397 µM]	-5.9%	0.2%	-0.9%	i
CCSc1nnc(NC(=O)C(C)(C(F)(F)F)C(F)(F)F)s1	-36.1%[inhibitor]	-52.5%[inhibitor]	i	27.3%	-43.2%[inhibitor]	?	-4.6%	0.0%	-26.3%
CCOc1ccccc1CNc1ncnc2onc(-c3ccc(F)cc3)c12	-13.3%	/	/	-6.5%	-5.8%	4.6%	/	0.6%	i
Cc1nnc(SCC(=O)N(C)c2ccccc2)n1-n1cccc1	4.6%	1.6%	i	1.2%	19.2%	-2.6%	-4.0%	8.1%	i
CCOC(=O)C1CCN(C(=O)COc2ccc(S(=O)(=O)NC(C)C)cc2)CC1	6.9%	1.1%	i	11.2%	-12.7%	1.7%	/	0.0%	i
Cn1c(SCc2ccccc2)nnc1-c1ccc(O)cc1	10.7%	-1.8%	i	6.9%	13.0%	-8.1%	0.8%	-6.6%	-8.3%
Cc1ccc(NC2=NC(c3ccccc3)n3c(nc(C)cc3=O)N2)cc1 (stereo not given)	-13.6%	-5.5%	i	10.8%	-8.7%	-0.2%	-2.6%	16.6%	-1.7%
CCC(C)c1ccccc1NC(=O)CN(C)CC(=O)Nc1ccccc1SC (stereo not given)	16.2%	-1.5%	i	16.6%	-3.3%	-11.2%	-0.5%	?	-7.6%
Cc1cc(C)cc(NC(=O)NC(C)C2CCCO2)c1 (stereo not given)	5.6%	-5.8%	i	-0.3%	-24.1%	8.2%	2.7%	3.2%	-11.7%
CCc1ccc(NC(=O)C2=CC(c3cccs3)=NS(=O)(=O)N2C)cc1	13.7%&4.1%	0.8%	i	-21.5%&-7.0%	25.2%&24.1%	-12.7%&-2.0%	0.9%	?	-60.4%&-17.8%[inhibitor]
CC(NCC(=O)Nc1ccccc1C(=O)NC1CC1)c1ccc(Cl)cc1 (stereo not given)	-5.2%	-0.9%	i	-4.5%	-0.2%	-9.5%	/	?	i
COc1nc(/C=C/N(C)C)c([N+](=O)[O-])c(OC)n1	14.0%	1.6%	i	12.6%	20.2%	?	-2.6%	?	-10.3%
C[C@@H]1CN([C@H](C)CO)C(=O)CCCn2nncc2CO[C@@H]1CN(C)S(=O)(=O)c1ccc2c(c1)OCCCO2	-7.2%	-4.4%	i	19.8%	-10.1%	0.3%	/	20.7%	-1.0%
O=C(COC(=O)c1cccc(Br)c1)Nc1cccc(S(=O)(=O)N2CCCCC2)c1	7.7%	?	i	?	12.9%	-3.5%	/	-22.3%	i
CC(=O)N(C)c1ccc(NC(=O)Nc2ccc(Cl)cc2)cc1	-8.1%	1.5%	i	-8.2%	18.7%	-41.5%	/	?	-14.5%
CCCOc1ccc(CCC(=O)O)cc1	-23.8%	0.7%	i	-14.4%	14.1µM*	-2.8%	3.8%	18.8%	-6.8%
COc1cccc(C(=O)NCc2cn3ccsc3n2)c1	0.7%	-4.2%	i	-8.8%	8.7%	-14.9%	-0.9%	13.2%	-24.2%
O=C(N/N=C/c1ccc(OCc2ccccc2)cc1)c1ccc(O)cc1	17.7%	1.9%	i	-2.4%	27.1%[9.22 µM]	?	0.7%	2.82µM*	i
OCC[C@@H]1C[C@H](O)[C@@H](O)[C@]2(Cc3ccccc3CCO2)O1	-11.2%	-1.8%	i	-21.1%	6.9%	6.0%	-1.5%	-2.6%	-16.8%
CSc1nc(C)nc(C2CC2)c1C#N	-0.7%	-4.7%	i	-18.1%	-12.1%	-3.5%	-5.8%	13.2%	-9.6%
N#Cc1cccc(NC(=O)Cn2cnc(S(=O)(=O)N3CCc4ccccc43)c2)c1	17.3%	3.7%	i	23.1%	-5.8%	-1.3%	5.8%	?	-36.2%[inhibitor]
Cc1ccc(-n2c3nc(=O)[nH]c(=O)c-3cc3c(C)nn(-c4ccccc4)c32)cc1Cl	-7.9%	/	/	-8.4%	-5.8%	0.3%	/	7.2%	-21.4%
COC(=O)c1sc(C(C)(C)C)cc1CSc1ccccc1	5.5%	0.7%	i	4.2%	5.7%	17.1%	1.0%	?	-19.0%
